Insulin prom up = MIN6 insulin promoter up-regulation. MIN6 insulin promoter-GFP reporter, high-content imaging; active compounds read high. z-score at 5 µM. 190,000 compounds, 0.3% hits. AID 1625;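 active = z-score above 3 at 5 µM with at least 500 cells counted in the well; inconclusive = wells under 500 cells, flagged as cytotoxic or low count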
RSV antiviral HEp-2 = inhibition of RSV-induced cytopathic effect – HEp-2 cells, primary 10 µM value included (AID 2391); HEp-2 cells, RSV-induced CPE inhibition; higher % means a stronger effect; CPE inhibition, % at 10 µM, or IC50 in µM where a hit was titrated; 310,000 compounds, 0.13% hits; in the data active = a potency from the dose series; inconclusive = CPE inhibition mostly from about 23% at the one dose, without a potency; inactive = the rest, 99 in 100 with CPE inhibition below about 21%; note: strong numbers were not always called active
West Nile antiviral = West Nile virus antiviral activity, cell-based, CPE readout (AID 1621); West Nile virus-infected cells, CPE inhibition; higher % means a stronger effect; 290,000 compounds, 0.02% hits; one-dose CPE inhibition, % at 10 µM; IC50 in µM for titrated hits; in the data active = a potency from the dose series; inconclusive = CPE inhibition mostly from about 3.7% at the one dose, without a potency; inactive = the rest, 99 in 100 with CPE inhibition below about 2.2%; note: strong numbers were not always called active
TNAP activation fold = human TNAP enzyme activators, primary screen, biochemical, luminescent, no phosphate acceptor, uHTS (AID 1001); activation fold at 20 µM; hits with a dose series show EC50 in µM; purified TNAP, luminescent activation assay, no phosphate acceptor; higher activation fold means a stronger effect; 200,000 compounds, 0.03% hits; in the data active = activation fold from about 3, or a potency from the dose series; inactive = the rest, 99 in 100 with activation fold below about 1.6; note: many of its hits are not listed in these tables
PhoP inhibition = inhibitors of PhoP regulon expression, primary screen, Salmonella Typhimurium, GFP reporter (AID 1863); S. Typhimurium PhoP-regulated promoter GFP reporter, 4 h; higher % means a stronger effect; one-dose inhibition, % at 50 µM; IC50 in µM for titrated hits; 300,000 compounds, 0.16% hits;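 active = inhibition over 29.93%, a cutoff 3 SD above the screen mean, later confirmed by dose response; inconclusive = inhibition over 29.93% but no dose response follow-up; inactive = inhibition at most 29.93% or unconfirmed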;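 note: 0% = low Mg2+ inducing control and 100% = high Mg2+ repressing control; strong numbers were not always called active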
human PMI inhibition = inhibitors of human PMI, primary screen, biochemical, fluorescence intensity, coupled assay (AID 1209); purified PMI enzyme, coupled fluorescence intensity; higher % means a stronger effect; inhibition, % at 20 µM; hits with a dose series show IC50 in µM; 190,000 compounds, 0.42% hits;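 note: plate controls were DMSO vehicle for no effect and wells lacking substrate for full effect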
human PMI inhibitors = human PMI inhibitors, high substrate, primary screen, biochemical, fluorescence intensity, high mannose 6-phosphate (AID 1220); recombinant PMI enzyme, coupled fluorescence intensity; higher % means a stronger effect; inhibition, % at 20 µM; hits with a dose series show IC50 in µM; 190,000 compounds, 0.66% hits
CSM14.1 death rescue = rescue of cells from ER stress-induced death, primary screen, 384-well, CSM14.1, thapsigargin, ATP luminescence (AID 1222); one-dose cellular ATP content (survival), % at 20 µM; EC50 in µM for titrated hits; 190,000 tested, under 10 active; CSM14.1 thapsigargin-induced death rescue, ATP luminescence; higher % means a stronger effect;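 active = EC50 below 50 µM in the dose-response confirmation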;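 note: death triggered by thapsigargin at about 15 µM added after 2 h compound pretreatment; cell ATP read after overnight thapsigargin exposure of roughly 18 to 22 hours; normalized against plate controls of thapsigargin alone and 5% DMSO vehicle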
Large T inhibition = TAg ATPase/helicase activity blockers – biochemical (AID 1903); SV40 large T antigen ATPase/helicase inhibition assay; higher % means a stronger effect; inhibition, % at 20 µM; hits with a dose series show IC50 in µM; 310,000 compounds, 0.39% hits; in the data active = a potency from the dose series; inconclusive = inhibition mostly from about 32% at the one dose, without a potency; inactive = the rest, 99 in 100 with inhibition below about 32%; note: strong numbers were not always called active
Insulin prom up cell count = further read-out of Insulin prom up, marked with its call; cell count; measured here: cytotoxicity, nuclei count;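 total cells summed across four imaged fields per well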
The depositor's hits bear a star; ? = inconclusive; · = no result given. Cut-off read from the data, not from the text of the source, unless noted: active = inhibition above about 50%; inactive = the rest.

Second line of a record: Insulin prom up	Insulin prom up cell count	RSV antiviral HEp-2	West Nile antiviral	TNAP activation fold	PhoP inhibition	human PMI inhibition	human PMI inhibitors	CSM14.1 death rescue	Large T inhibition
- Cc1ccccc1N(C(=O)CCCC(=O)Nc1ccccn1)C(C(=O)NC1CCCC1)c1ccc(O)cc1 (centres undefined)
    ·	·	5.3%	-0.2%	·	13%	·	·	·	8%
- CC1(C)C(=O)Nc2ccccc2N1C(=O)COc1ncnc2ccccc12
    ·	·	0.9%	0.3%	1.1	-3%	1%	4%	-0.3%	4%
- O=S1(=O)CCN=C2SC3=C(CCCC3)N21
    0.81	1257	0.7%	-0.3%	1.1	5%	3%	10%	-0.1%	10%
- CNC(=S)N/N=C/c1cn(CCOc2ccccc2OC)c2ccccc12
    -0.06	1178	?	·	1.1	-6%	13%	5%	-0.2%	6%
- CCN(CC)C(=O)Cn1c(=O)n(Cc2ccc(F)cc2)c(=O)c2sccc21
    ·	·	1.6%	-1.2%	·	-4%	·	·	·	8%
- CCOC(=O)C1CCCN(c2nc3ccccc3nc2C(C#N)C(=O)OCCOC)C1 (centres undefined)
    -0.07	1144	52%	-0.2%	1	-4%	12%	12%	·	-1%
- COC(=O)[C@H]1[C@H](CCc2ccccc2)NC(=O)N(Cc2ccccc2)[C@@H]1C
    ·	·	3.3%	-0.9%	·	10%	·	·	·	1%
- COc1cccc(NC(=O)C(Sc2nnc3ccccn23)c2ccccc2)c1 (centres undefined)
    0.94	1385	-0.1%	-0.2%	1.2	1%	-1%	3%	13%	7%
- Cc1ccc(S(=O)(=O)Oc2ccc(C3C4=C(CCCC4=O)N(CCC(=O)O)C4=C3C(=O)CCC4)cc2Cl)cc1
    -0.32	1204	3.5%	-0.7%	1.1	-10%	-6%	-2%	-0.9%	15%
- O=C(O)CCCn1c(=O)[nH]c2ccccc2c1=O
    0.4	1668	2.1%	-0.3%	1.1	-21%	-11%	-5%	-0.1%	23%
- CC(C)Cc1nnc(NC(=O)C2CC(=O)N(Cc3ccccc3)C2)s1 (centres undefined)
    ·	·	0.8%	-0.1%	·	-1%	·	·	·	18%
- O=C1C(c2ccnc3ccccc23)=C(O)c2ccccc21
    -0.95	879	4.0%	-0.3%	1	-13%	-14%	-10%	-5.7%	11%
- CCc1ccc(NC(=O)c2ccc(NC(=O)C3CCCO3)cc2)cc1 (centres undefined)
    ·	·	?	-1.1%	·	2%	·	·	·	10%
- C#CCOCCOCCOCCNc1nc(N2CCN(C(=O)[C@H](Cc3ccc(O)cc3)n3cc([C@@H](N)C(C)CC)nn3)CC2)nc(N2CCN(C(=O)[C@H](Cc3cc4ccccc4[nH]3)n3cc([C@@H](N)CC(C)C)nn3)CC2)n1 (some centres undefined)
    0.65	1546	2.3%	0.0%	1.5	-1%	-20%	-40%	0.1%	7%
- Cc1ccc(C(=O)NCc2cccnc2)cc1S(=O)(=O)N1CCCCCC1
    ·	·	4.2%	-0.1%	·	2%	·	·	·	24%
- CC(=O)NS(=O)(=O)c1ccc(NC(=S)NC(=O)COc2ccccc2C)cc1
    -0.01	1375	0.8%	0.3%	1.1	-3%	-9%	-5%	-1.1%	21%
- O=C(CSc1nnc(Cc2cccs2)n1-c1ccc(Cl)cc1)NCc1ccc2c(c1)OCO2
    -0.38	987	2.2%	0.1%	1.2	-3%	13%	17%	0.8%	11%
- Cc1c(Cc2ccccc2)c(=O)oc2cc(OC(=O)c3ccccc3)ccc12
    -0.61	1763	?	0.4%	1.1	-5%	14%	14%	-0.4%	1%
- COc1ccc(C(=O)NC2(C(F)(F)F)NC(=O)N(CCCc3ccccc3)C2=O)cc1OC (centres undefined)
    -0.16	1185	9.8%	-1.4%	1.1	-1%	4%	5%	-1.6%	8%
- Cn1c(SCC(=O)C(C)(C)C)nnc1-c1ccc(F)cc1
    -0.29	1247	1.5%	-0.2%	1.1	-3%	-28%	-26%	1.4%	3%
- Cc1ccc(NC(=O)C2Cc3ccccc3CN2C(=O)c2ccco2)cc1S(=O)(=O)N(C)C (centres undefined)
    ·	·	4.1%	-0.2%	·	-2%	·	·	·	9%
- O=P(/C(=N/O)Sc1ccccc1)(N1CCOCC1)N1CCOCC1
    -0.36	1193	-1.3%	0.2%	1.1	-10%	6%	0%	-1.5%	6%
- O=C(CN1CCCC1)NCC1(c2ccccc2)CCOCC1
    -0.35	1641	0.4%	-0.5%	1.1	1%	-7%	-1%	1.6%	1%
- Cc1nn(CC(=O)NCCc2cccs2)c(=O)c2cc3ccccc3n12
    ·	·	0.7%	0.1%	·	2%	·	·	·	8%
- CCO[C@@H]1OC(C(=O)N2CCN(Cc3ccc4c(c3)OCO4)CC2)=C[C@H](C2CCCCC2)[C@H]1CCCO
    -0.53	1317	-2.6%	1.0%	1	3%	10%	-1%	1.2%	8%
- CC1=CC(C)(C)N=C(Nc2nc(C)c3cc(C)cc(C)c3n2)N1
    -1.4	1175	0.3%	?	1.4	2%	3%	-4%	-1.6%	11%
- CC1=CC(C#N)(C#N)C(C#N)(C#N)C(c2ccccc2)N1 (centres undefined)
    0.34	1243	1.9%	0.1%	1.2	-21%	13%	29%	1.5%	11%
- Cn1ccc(CC(=O)N2CCC(N3CCC(C(=O)N4CCCC4)CC3)CC2)c1
    -0.21	1148	-0.5%	0.0%	·	-11%	·	·	·	11%
- COc1ccc(C(=O)N2CCN(CCNC(=O)C(=O)Nc3ccc(Br)cc3)CC2)cc1
    ·	·	0.6%	-0.9%	·	-5%	·	·	·	18%
- COc1ccc(NC(=S)Nc2ncccc2C)cc1OC
    0.62	1605	0.2%	-0.3%	1.2	2%	29%	55%*	1.2%	25%
- Oc1ccc2nnc3c(Br)cnn3c2c1
    ·	·	1.4%	0.7%	·	-25%	·	·	·	9%
- COCC(=O)NCCNc1nc2ccc(C)cc2cc1C
    0.25	1425	2.9%	-0.5%	1.1	-1%	5%	2%	-0.3%	7%
- N#C/C(=C\c1cccs1)c1nc2ccccc2[nH]1
    0.05	1235	0.3%	-0.9%	1.1	-20%	-18%	-6%	1.2%	3%
- CCn1c(C)nc2cc(S(=O)(=O)Nc3ccc(C)cc3)ccc21
    -0.4	1351	1.1%	0.3%	1.1	4%	2%	4%	0.2%	1%
- O=S(=O)(c1ccc(-c2ccon2)s1)N1CCOCC1
    -0.55	1439	·	0.5%	·	-9%	·	·	·	12%
- CCOC(=O)N1CCC(=NNC(=O)c2ccc(O)cc2)CC1
    -0.77	1399	0.8%	0.2%	1.2	-12%	4%	1%	-2.2%	18%
- COc1ccc(S(=O)(=O)N2CCN(CCC(=O)Nc3ccc(F)cc3)CC2)cc1
    -0.24	1224	15%	0.6%	1	3%	-2%	5%	-1.9%	9%
- CCCCN(Cc1ccccc1)c1ncnc2nc[nH]c12
    -0.35	1396	19%	0.1%	1.4	2%	14%	17%	·	1%
- Cc1ccc2c(c1)C1CN(C)CCC1N2Sc1ccccc1[N+](=O)[O-] (centres undefined)
    0.15	577	-1.6%	2.3%	·	·	·	·	·	24%
- CCOC(=O)c1c(-n2cnnn2)sc(C)c1C
    -0.04	1476	-1.1%	0.4%	1.2	5%	8%	0%	2.5%	7%
- COc1cccc(-c2csc(N3CCN(C(=S)NCC(C)C)CC3)n2)c1
    ·	·	18%	-2.2%	·	-4%	·	·	·	1%
- COc1ccc(CCNC(=S)NC(=O)c2cc(OC)c(OC)c(OC)c2)cc1OC
    -0.42	1215	2.3%	-0.3%	·	-12%	·	·	·	14%
- Cc1ccc(NC(=O)Cc2cn(C)c3ccccc23)cc1F
    0	1173	2.6%	-0.2%	0.9	1%	7%	10%	0.3%	-6%
- OCCCc1cn(Cc2ccccc2)c2ccccc12
    ·	·	6.0%	0.8%	·	0%	·	·	·	24%
- COc1cccc(C(=O)Nc2cccnc2)c1
    1.6	838	0.5%	·	1	4%	-3%	-7%	-2.0%	9%
- CCCCn1nc(NC(=O)COC)c2cc3cc(OC)ccc3nc21
    ·	·	3.3%	0.7%	·	-5%	·	·	·	25%
- CCn1c(CSCc2c(Cl)cccc2Cl)n[nH]c1=S
    0.03	1259	10%	-0.9%	1.9	0%	10%	7%	0.3%	0%
- COc1ccccc1NS(=O)(=O)c1cc(NC(C)=O)ccc1N1CCCCC1
    -0.94	1371	11%	-1.2%	1.2	1%	53%*	5%	-0.1%	-1%
- CCOC(=O)c1sc(=NC(=O)c2cccc(OC)c2)n(C)c1C
    -1.6	1275	4.3%	-0.1%	1.1	-5%	2%	-8%	-3.0%	12%
- Cc1ccc(-n2ncc3c(=O)n(CC(=O)NCc4ccco4)cnc32)cc1
    0.28	1139	3.5%	-0.2%	1.1	-8%	7%	13%	0.5%	0%
- Cc1ccc(S(=O)(=O)CCCS(=O)(=O)c2ccc(C)cc2)cc1
    0.1	1623	0.6%	-0.5%	1	15%	12%	10%	3.5%	22%
- COC(=O)Cn1nnc(-c2cccc(OC)c2)n1
    0.11	1372	3.9%	0.0%	1.2	8%	-4%	3%	-2.4%	6%
- N#CCSc1nnc(-c2c[nH]c3ccccc23)o1
    ·	·	3.5%	-0.6%	·	2%	·	·	·	13%
- Cc1ccccc1C(=O)c1cn[nH]c1-c1ccccc1O
    ·	·	3.9%	0.0%	·	-6%	·	·	·	2%
- COc1ccc(CCNC(=O)c2cc3sc(Cl)cc3n2C)cc1OC
    -0.73	1924	25%	0.1%	1.3	12%	8%	9%	-2.3%	-1%
- Cc1ccc(NC(=O)c2noc(C(C)C)c2[N+](=O)[O-])cc1
    2.1	1116	2.8%	0.4%	1	-6%	-8%	0%	-7.1%	10%
- CC(=O)Nc1ccccc1C(=O)N1CCN(Cc2ccccc2)CC1
    ·	·	1.4%	·	1.1	-3%	-13%	-12%	-1.4%	16%
- COC(CNc1cc(=O)oc2ccccc12)OC
    ·	·	1.5%	0.2%	1.2	2%	-9%	-8%	-2.2%	5%
- CCOc1nc2cnccc2n(CC(=O)Nc2ccc(C)c(C)c2)c1=O
    ·	·	1.1%	1.4%	·	2%	·	·	·	8%
- CC1CC(C)CN(S(=O)(=O)c2cccc3nsnc23)C1 (centres undefined)
    ·	·	1.9%	-1.1%	·	-6%	·	·	·	26%
- Cc1ccc(/C=N/NC(=O)c2cc3ccccc3cc2O)o1
    ·	·	0.3%	-0.1%	·	11%	·	·	·	13%
- c1ccc(-n2ncc3c(NCc4ccc5c(c4)OCO5)ncnc32)cc1
    -0.3	1094	-0.9%	-0.8%	1.1	3%	0%	4%	0.4%	-9%
- CNc1ccc(Br)cc(C(=O)/C=C/c2cccc(Cl)c2Cl)c1=O
    0.1	1115	·	-0.5%	0.8	-6%	19%	25%	6.3%	22%

Screening results (PubChem)

Outcome played no part in choosing rows; 1.5% or so of the library scored in one or more.
